mcGAS lum = cyclic GMP-AMP synthase inhibitors, mouse, primary biochemical chemiluminescence; inhibition, % at 12.5 µM; recombinant cGAS, Kinase-Glo ATP depletion luminescence; Q8C6L5; hit rate 0.15% among 160,000; AID 1259399, 2018;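 note: 0% = negative control wells and 100% = reference inhibitor with no enzyme activity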
hcGAS inh = Primary biochemical luminescence assay for human cyclic GMP-AMP synthase inhibitors. hit rate 0.081% among 290,000. inhibition, % at 12.5 µM. AID 1259398, 2018. recombinant h-cGAS, ATP depletion, Kinase-Glo luminescence. Q8N884;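 note: 0% = vehicle reaction and 100% = reaction without DNA for no activity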
Target sequence (Q8N884 whole entry, looked up): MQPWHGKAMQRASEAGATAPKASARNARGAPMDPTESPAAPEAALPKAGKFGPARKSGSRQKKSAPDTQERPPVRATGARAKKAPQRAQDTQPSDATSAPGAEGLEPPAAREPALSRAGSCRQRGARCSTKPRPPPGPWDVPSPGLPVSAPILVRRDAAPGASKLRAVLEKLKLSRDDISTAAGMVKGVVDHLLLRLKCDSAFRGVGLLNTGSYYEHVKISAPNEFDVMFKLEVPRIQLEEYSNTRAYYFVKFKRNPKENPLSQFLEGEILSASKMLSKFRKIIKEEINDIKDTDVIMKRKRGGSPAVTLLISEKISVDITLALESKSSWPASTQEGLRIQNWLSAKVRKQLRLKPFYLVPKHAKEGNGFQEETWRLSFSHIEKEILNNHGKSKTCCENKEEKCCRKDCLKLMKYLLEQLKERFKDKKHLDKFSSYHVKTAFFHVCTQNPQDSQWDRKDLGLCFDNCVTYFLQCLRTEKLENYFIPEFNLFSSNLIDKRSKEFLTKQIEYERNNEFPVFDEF
NPYLR7 ag = agonists of mosquito NPYLR7 receptor, primary screen, cell-based, Aedes aegypti, calcium fluorescence, mosquito biting behavior; HEK293T NPYLR7/Galpha15, GCaMP6s calcium fluorescence; activation, % at 10 µM; hit rate 0.15% among 270,000; in the data active = activation above about 40%;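 note: 0% = vehicle and 100% = reference agonist at the receptor; some compounds past the cut are filed as inactive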
An asterisk follows results filed as active; x = not tested or not shown. Cut-off read from the data, not from the text of the source, unless noted: active = inhibition above about 40%; inactive = the rest. Random draw from the library. Share with any hit: about 0.29%.

Start of the listing, in advance (19 entries):
SMILES	mcGAS lum	hcGAS inh	NPYLR7 ag
CN1CCc2nc(N3CCN(CC4CCCCC4)CC3)sc2C1	-5	-11	x
CCN(CC)S(=O)(=O)NC(c1ccc(F)cc1)C(C)C (stereo not given)	x	-9	6
O=C1CCCCCN1CCC(=O)N1CC[C@@H](c2ccc3c(c2)OCO3)[C@H](O)C1	-13	-1	-3
O=C(O)/C(=C/c1c(C(=O)O)[nH]c2cc(Cl)cc(Cl)c12)c1ccccc1	2	4	-1
CCOC(=O)CSc1n[nH]c2nc3sc4c(c3c(=O)n12)CC(C)(C)OC4	x	-9	13
Cc1cccc(-c2nc(C)c(C)c(N3CCN(S(=O)(=O)c4ccc(C(C)(C)C)cc4)CC3)n2)c1	-7	-9	11
CCN1CCC(N(C2CC2)S(=O)(=O)c2c(C)nn(C)c2Cl)CC1	x	-6	17
COc1ccc(CNC(=O)c2ccccc2NS(=O)(=O)c2cccc(OC(F)(F)F)c2)cc1	-3	-1	-4
CN(C)Cc1nnc(C(=O)N2CCCC(C(C)(C)O)C2)o1 (stereo not given)	x	-7	2
COc1cc(C(=O)NCc2ccc(S(=O)(=O)N3CCCCC3)s2)ccc1C	x	-5	5
Cc1ccc(-c2nc(CN3CCCCC3c3cccnc3)c(C)o2)s1 (stereo not given)	-9	-8	5
O=C(CCc1ccccc1)N1CCCC(OCCOc2ccccc2)C1 (stereo not given)	-6	-8	16
O=C(Nc1ccc(Oc2ccccc2)nc1)C1CCN(Cc2cccc3nonc23)CC1	-4	-89	-3
O=C(Nc1ccccc1C(=O)N1CCN(Cc2ccccc2)CC1)c1ccco1	2	4	-8
CN(C)c1ccc(N2C(=O)CSC2c2ccc(NC(=O)C(C)(C)C)cc2)cc1 (stereo not given)	-7	-4	27
CN(Cc1ccc2nsnc2c1)C(=O)c1coc(Cn2cnc3ccccc32)n1	x	-4	0
CCCC(C(=O)NNC(=O)c1cccc(Cl)c1)c1ccccc1 (stereo not given)	x	1	-4
O=S(=O)(O)c1cc(N=C=S)ccc1/C=C/c1ccc(N=C=S)cc1S(=O)(=O)O	x	86*	3
O=C(NCc1cccc(Cl)c1)c1cccc2[nH]c(-c3ccc(O)cc3)nc12	-3	-3	1

All compounds of this part, previewed entries included:
SMILES	mcGAS lum	hcGAS inh	NPYLR7 ag
CN1CCc2nc(N3CCN(CC4CCCCC4)CC3)sc2C1	-5	-11	x
CCN(CC)S(=O)(=O)NC(c1ccc(F)cc1)C(C)C (stereo not given)	x	-9	6
O=C1CCCCCN1CCC(=O)N1CC[C@@H](c2ccc3c(c2)OCO3)[C@H](O)C1	-13	-1	-3
O=C(O)/C(=C/c1c(C(=O)O)[nH]c2cc(Cl)cc(Cl)c12)c1ccccc1	2	4	-1
CCOC(=O)CSc1n[nH]c2nc3sc4c(c3c(=O)n12)CC(C)(C)OC4	x	-9	13
Cc1cccc(-c2nc(C)c(C)c(N3CCN(S(=O)(=O)c4ccc(C(C)(C)C)cc4)CC3)n2)c1	-7	-9	11
CCN1CCC(N(C2CC2)S(=O)(=O)c2c(C)nn(C)c2Cl)CC1	x	-6	17
COc1ccc(CNC(=O)c2ccccc2NS(=O)(=O)c2cccc(OC(F)(F)F)c2)cc1	-3	-1	-4
CN(C)Cc1nnc(C(=O)N2CCCC(C(C)(C)O)C2)o1 (stereo not given)	x	-7	2
COc1cc(C(=O)NCc2ccc(S(=O)(=O)N3CCCCC3)s2)ccc1C	x	-5	5
Cc1ccc(-c2nc(CN3CCCCC3c3cccnc3)c(C)o2)s1 (stereo not given)	-9	-8	5
O=C(CCc1ccccc1)N1CCCC(OCCOc2ccccc2)C1 (stereo not given)	-6	-8	16
O=C(Nc1ccc(Oc2ccccc2)nc1)C1CCN(Cc2cccc3nonc23)CC1	-4	-89	-3
O=C(Nc1ccccc1C(=O)N1CCN(Cc2ccccc2)CC1)c1ccco1	2	4	-8
CN(C)c1ccc(N2C(=O)CSC2c2ccc(NC(=O)C(C)(C)C)cc2)cc1 (stereo not given)	-7	-4	27
CN(Cc1ccc2nsnc2c1)C(=O)c1coc(Cn2cnc3ccccc32)n1	x	-4	0
CCCC(C(=O)NNC(=O)c1cccc(Cl)c1)c1ccccc1 (stereo not given)	x	1	-4
O=S(=O)(O)c1cc(N=C=S)ccc1/C=C/c1ccc(N=C=S)cc1S(=O)(=O)O	x	86*	3
O=C(NCc1cccc(Cl)c1)c1cccc2[nH]c(-c3ccc(O)cc3)nc12	-3	-3	1
Cc1ccc(NC(=O)Nc2ccc(Nc3ccc(-n4cccn4)nn3)cc2)cc1	-9	-4	-6
CCOC(=O)c1cc2cc(NC(=O)N3CCN(C(C)=O)CC3)ccc2s1	-17	-12	14
CCCN1CC(C(=O)N2CCCn3nc(C(=O)NC4CC4)cc3C2)CCC1=O (stereo not given)	x	-8	4
CCN1C(=O)CC(CC(=O)N(C)Cc2ccc(-n3cccn3)cc2)(c2cccc(C(F)(F)F)c2)C1=O (stereo not given)	-12	-7	12
C#Cc1cccc(N(Cc2ccco2)C(=O)c2ccn(C)c(=O)c2)c1	-16	-8	-7
Cc1ccc(CN2CCC(C(=O)Nc3cccc(-c4cccc(F)c4)c3)CC2)o1	-9	-8	4
COc1ccc(-c2ccc(=O)n(CCCNC(=O)COc3ccc4c(c3)OCO4)n2)cc1	x	-3	0
O=C(NC1CCC(O)CC1)c1ccccc1SCC(=O)N1CCc2ccccc21 (stereo not given)	-16	-6	14
CCN(CC)S(=O)(=O)c1ccc(Cl)c(C(=O)NC(C)C(=O)OC)c1 (stereo not given)	-9	-7	3
CCC(C)c1ccc(-c2csc(NC(=O)Cn3cnnn3)n2)cc1 (stereo not given)	x	-2	12
COc1ccc(S(=O)(=O)Nc2cccc(-c3nnc4n3CCC4)c2)cc1	x	-3	5
CCn1c(CN2CCCCC2C)nc2c1c(=O)n(C)c(=O)n2C (stereo not given)	-9	-8	5
CCCc1nc(C)cc(-c2cccc(O)c2)n1	-11	-4	1
Cc1cc(O)c(CN2CCC(C(=O)NC3CC3)CC2)cc1C(C)C	x	5	-1
COCCn1ncc2ccc(NC(=O)NC3COc4ccccc43)cc21 (stereo not given)	x	-7	9
O=C(NCc1ccncc1)c1cc(-c2ccccc2F)nc2cc(-c3ccccc3)nn12	-8	-3	-3
O=C1OCC(c2ccc(F)cc2)=C1c1ccc(Cl)c(Cl)c1	x	-10	-5
CCOC(=O)C1(Cc2ccc(OC)cc2)CCN(C(=O)c2csc3nc(C)cn23)CC1	-4	-4	-10
CC1CCc2c(sc(NC(=O)Cc3ccccc3)c2C(=O)Nc2ccc(Cl)cc2)C1 (stereo not given)	-9	-7	1
COC(=O)C1=C(O)/C(=C\c2ccc(O)cc2)SC1=Nc1ccc(C)cc1	x	2	-3
Cc1ccccc1C(=O)NC(C(=O)N1CCCCC1)C1CCN(C(=O)CCc2ccccc2)CC1 (stereo not given)	-3	0	-3
COc1cccc(CNC(=O)CCC2CCCN(C(=O)c3ccc(OC)c(F)c3)C2)c1 (stereo not given)	x	-6	5
Cc1ccccc1C(=O)NN=C(C1CC1)C1CC1	x	-3	5
Cc1nn(C(=O)C23CC4CC(CC(C4)C2)C3)c(C)c1S(=O)(=O)N1CCOCC1	-4	-12	x
COc1cccc(CC(=O)N(CC(=O)O)[C@@H]2C[C@@H]3CO[C@H](C(C)C)C[C@@H]3C2)c1	9	15	-7
CC(C)CNC(=O)C1(C)CCCCCN1C(=O)c1cc2ccccc2s1 (stereo not given)	0	6	-6
CC(C)(C)c1c(Cl)c(O)c(-c2ccccc2)c(=O)n1-c1ccccc1	x	-3	7
CCOC(=O)c1cn(Cc2ccc(F)cc2)nc1S(=O)(=O)N1CCc2ccccc2C1	x	7	-10
Cn1c(N2CCCCS2(=O)=O)nc(C(=O)NCc2ccc(F)cc2)c(O)c1=O	-6	-4	-3

The closing 2 compounds of the part above open the next one.
SMILES	mcGAS lum	hcGAS inh	NPYLR7 ag
CCOC(=O)c1cn(Cc2ccc(F)cc2)nc1S(=O)(=O)N1CCc2ccccc2C1	x	7	-10
Cn1c(N2CCCCS2(=O)=O)nc(C(=O)NCc2ccc(F)cc2)c(O)c1=O	-6	-4	-3
CN(C)CCNc1cc(-c2n[nH]c(C(F)(F)F)n2)c2cc[nH]c2n1	x	0	8
COc1cc(OC)cc(C(=O)N2CCN(C(C(=O)NCCCN(C)C)C3CCCC3)CC2)c1 (stereo not given)	-5	-3	-8
COC(=O)c1ccc(COC(CN2CCN(C(=O)c3cc(C)on3)CC2)c2ccc(Cl)cc2)cc1 (stereo not given)	-6	-4	x
COCCN(CC(=O)Nc1cc(C(C)(C)C)nn1-c1ccc(Cl)c(Cl)c1)C(=O)Nc1cc(C(F)(F)F)cc(C(F)(F)F)c1	-5	-10	0
CC(C)C(=O)N1CCCC1(C)C(=O)Nc1ccc(-n2cncn2)cc1 (stereo not given)	-7	-18	5
Cn1ncc2c(NCCCC3CCOC3)nc(C(C)(C)C)nc21 (stereo not given)	-6	-16	x
CCOC(=O)C1CCCN(C(=O)Cc2csc(NC(=O)CN(CCOC)C(=O)c3ccco3)n2)C1 (stereo not given)	-4	0	12
CCOC(=O)N1CCC(NC2CC(=O)N(CCc3ccc(OC)cc3)C2)CC1 (stereo not given)	x	-11	6
O=C(CSc1nnnn1Cc1ccccc1)Cn1cnc2ccccc2c1=O	x	-6	4
Cc1ccc2[nH]c3c(=O)n(CC(=O)NCCC(C)C)cnc3c2c1	-8	-6	x
Cc1ccc(C(NC(=O)CCc2ccsc2)C2CC2)cc1 (stereo not given)	x	-3	5
COc1cccc(CN2CCC(C(=O)NC(c3ccc(F)cc3)c3nc(OC)cc(OC)n3)CC2)c1 (stereo not given)	-3	-5	2
Cc1ccn2c(NC(=O)C(C)(C)C)c(-c3cccc(F)c3)nc2c1	-4	-4	-4
CCOC(=O)c1cnc(-c2cccc(C(F)(F)F)c2)nc1N1CCCCC1CC (stereo not given)	-6	-4	4
Cc1c(C)c(C)c(C(=O)O)c(C)c1C	-9	-7	4
Cc1nc(N2CCN(C)CC2)ncc1-c1cc(=O)[nH]c(N2CCc3ccccc3C2)n1	-8	-1	2
CCC1CN(C(=O)c2cc(F)cc3[nH]cnc23)CC1N1CCOCC1 (stereo not given)	x	-7	4
COC(=NC(C)c1ccccc1)NC(=O)c1cccc(C(F)(F)F)c1 (stereo not given)	-5	-4	-6
CC(C)(C)n1ncc2c1CCCC2NC(=S)NC1CC2CCC1C2 (stereo not given)	-15	-3	7
CCOC(=O)c1cc(C(C)c2ccccc2)sc1NC(=O)c1c(-c2ccccc2)noc1C (stereo not given)	-8	-7	6
CCCCNC(=O)CSc1nnc(NCc2ccc(OC)cc2)s1	x	-2	3
CCCCCCn1c(-c2ccc(OC)cc2)csc1=Nc1ccccc1SC	x	-4	10
CSc1cccc(NC(=O)c2ccc(-n3nc(-c4cccc(Cl)c4)cc3N)cc2)c1	-6	-4	-8
CCOC(=O)N1CCN(C2CCc3c(c(C(=O)N4CCCCCC4)nn3C)C2)CC1 (stereo not given)	2	-6	6
COc1cccc(-c2nn(Cc3ccccc3)c(=O)c3nc(C)sc23)c1	-7	0	3
COc1cccc2cc(-c3nc4ccccc4[nH]3)c(=Nc3ccccc3C)oc12	-5	-6	1
COC(=O)c1sccc1NC(=O)CC1(CC(=O)O)CCCC1	x	-5	-2
COc1cccc(Oc2cc(N3CCN(C(=O)Cc4ccccc4)CC3)ncn2)c1	-7	-4	16
O=c1[nH]c2ccc(Cl)cc2c(-c2ccccc2)c1Sc1nnc(C2CC2)o1	-2	0	-1
CCCOC(=NC(C)c1ccccc1)NC(=O)c1ccccc1F (stereo not given)	-5	-5	-6
O=C(NCc1ccco1)c1nn(-c2ccc(F)cc2)c(=O)n(Cc2ccccc2Cl)c1=O	2	1	-3
CC1(C)O[C@@H]2CCC3C(CC[C@H]2S1)C3(Br)Br (stereo not given in full)	x	4	1
C1Cc2[nH]nc(CNC3CSCCSC3)c2C1	x	-3	11
Cn1cc([N+](=O)[O-])c(C(=O)Nc2cccc(Br)c2)n1	2	0	1
O=C(CCC(=O)Nc1ccc(C(=O)O)cc1)N/N=C\c1coc2ccc(F)cc2c1=O	-5	-7	1
CN(C)CCN1CCC(N2CCN(C(=O)c3ccnn3C)CC2)C1=O (stereo not given)	-5	-2	x
COc1ccccc1OCC(=O)NCC1CCCN(C(=O)C2=CCCC2)C1 (stereo not given)	x	-10	9
Cc1nn(-c2nc(C)c(C)c(=O)[nH]2)c(C)c1CCC(=O)NC1CCCC1	x	-11	6
Cc1csc(=O)n1CC(=O)OCc1cc(=O)n2c(C)csc2n1	-3	-2	3
O=C(NCCS(=O)(=O)c1ccc(Cl)cc1)NCc1ccccn1	-13	-4	13
C=CCN1C[C@@H]2C[C@@H](C(=O)NC)N(C(=O)c3ncoc3-c3ccccc3)c3cccc(c32)S1(=O)=O	-6	-3	0
CCOc1ncccc1CNc1cc(N2CCOCC2)nc(N)n1	x	-6	12
CC(NC(=O)C1COc2ccccc2C1)c1nnc2n1CCCCC2 (stereo not given)	x	-18	2
Cc1c(C)n2c3c(=O)n(CCCO)c(=O)n(C)c3nc2n1-c1ccc(Oc2ccccc2)cc1	-7	-2	9
CC(c1cccc(F)c1)N1CCN(C(=O)C(=O)NC2CC2)CC1 (stereo not given)	-17	-7	9
